ASAP1 GAP inh = inhibitors of human ASAP1 ArfGAP activity | ASAP1-stimulated ARF1 GTP hydrolysis, GDP FP detection | inhibition, % at 16.5 µM | hit rate 0.19% among 360,000; in the data active = inhibition above about 25%;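 note: 0% = vehicle with enzyme and substrate and 100% = no enzyme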
PLC-beta3 inh = inhibitors of human phospholipase C beta3; AID 720704; Q01970; hit rate 0.18% among 370,000; Purified PLC-beta3, fluorogenic substrate, fluorescence; inhibition, % at 12.2 µM; in the data active = inhibition above about 11%;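 note: 0% = median of compound wells on plate and 100% = full blocker control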
PLC-gamma1 inh = inhibitors of human phospholipase C gamma1 | purified PLC-gamma1, fluorogenic substrate, fluorescence | inhibition, % at 12.2 µM | hit rate 0.84% among 370,000; in the data active = inhibition above about 9.5%
Rev-erbA mod = modulates human Rev-erb alpha binding to DNA; P20393; Rev-erbα–FITC-DNA binding, fluorescence polarization, 90 min; activity, % at 10 µM; hit rate 0.79% among 370,000; AID 1259318;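 active = activity above about 14%, limit read from the data; passing the limit was not always enough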;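 note: 0% = DMSO wells with 35 nM protein and 100% = DMSO wells with 750 nM protein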
Target sequence (P20393 whole entry, looked up): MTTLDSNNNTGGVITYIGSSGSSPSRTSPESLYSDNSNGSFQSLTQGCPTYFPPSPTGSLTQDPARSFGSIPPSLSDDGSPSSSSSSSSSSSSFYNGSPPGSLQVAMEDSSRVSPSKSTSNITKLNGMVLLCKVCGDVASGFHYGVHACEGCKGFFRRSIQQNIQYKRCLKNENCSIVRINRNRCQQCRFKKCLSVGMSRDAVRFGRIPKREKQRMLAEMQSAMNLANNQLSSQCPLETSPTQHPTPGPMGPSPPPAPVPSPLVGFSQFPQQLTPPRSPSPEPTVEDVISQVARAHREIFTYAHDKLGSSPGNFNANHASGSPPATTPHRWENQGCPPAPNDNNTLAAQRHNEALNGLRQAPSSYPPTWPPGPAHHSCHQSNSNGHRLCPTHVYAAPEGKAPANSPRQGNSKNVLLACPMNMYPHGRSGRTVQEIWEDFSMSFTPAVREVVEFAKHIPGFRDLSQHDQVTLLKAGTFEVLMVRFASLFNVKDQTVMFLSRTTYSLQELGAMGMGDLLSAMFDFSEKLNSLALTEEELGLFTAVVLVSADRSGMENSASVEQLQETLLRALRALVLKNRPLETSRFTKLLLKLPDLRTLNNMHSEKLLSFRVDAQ
Tn6 DDE FP = disrupts Tn6 cyclic peptide binding to fibrin D-Dimer-E complex. P02675. Fibrin DD(E) TRITC-Tn6 fluorescence polarization displacement. inhibition, % at 8.3 µM. hit rate 0.21% among 370,000;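 active = inhibition above a per-campaign cutoff: mean of compounds within control limits plus 3 SD, cut at about 15% in these data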;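 note: 0% = median of all compound wells on the plate and 100% = blocking peptide control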
Target sequence (P02675 whole entry, looked up): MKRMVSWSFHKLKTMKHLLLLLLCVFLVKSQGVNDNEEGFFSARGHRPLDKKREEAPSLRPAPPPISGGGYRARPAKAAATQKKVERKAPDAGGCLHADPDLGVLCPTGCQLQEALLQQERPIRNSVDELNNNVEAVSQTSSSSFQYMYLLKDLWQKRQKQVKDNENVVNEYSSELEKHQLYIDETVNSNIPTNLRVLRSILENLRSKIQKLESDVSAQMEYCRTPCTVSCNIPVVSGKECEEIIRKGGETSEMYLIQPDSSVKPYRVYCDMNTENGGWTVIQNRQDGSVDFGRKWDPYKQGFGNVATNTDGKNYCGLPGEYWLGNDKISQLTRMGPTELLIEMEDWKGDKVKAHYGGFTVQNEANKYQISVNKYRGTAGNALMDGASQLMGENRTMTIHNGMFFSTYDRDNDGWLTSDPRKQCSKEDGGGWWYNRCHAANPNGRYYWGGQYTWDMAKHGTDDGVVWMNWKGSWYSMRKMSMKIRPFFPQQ
DDE Tn7 FP inh = DD(E)-Tn7 binding inhibition, primary FP screen | hit rate 0.13% among 370,000 | inhibition, % at 8.3 µM | AID 720508 | P02675 | FP displacement of FITC-Tn7 peptide from fibrin DD(E); 0% = median of compound wells per plate;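 active = inhibition above the mean of compounds falling within the control limits plus 3 SD of them, cut at about 14% in these data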;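 note: 0% = plate median of compound wells and 100% = 10 µM Aha-Tn7 peptide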
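Measure: % inhibition scaled between sample-field median and high-control FP; Test system: human fibrin DD(E); Quantity: 2 µM final DD(E) protein; Doses: one dose, 8.3 µM nominal; Schedule: compound with protein 10 min, then 3 h after probe, room temperature; Detection: fluorescence polarization; Medium: Tris buffer with calcium and detergent, pH 7.8.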
ARFGAP1 inhibitor = inhibits rat ARF GTPase activating protein 1 | Arfgap1-stimulated ARF1 GTP hydrolysis, GDP FP detection | inhibition, % at 16.5 µM | hit rate 0.26% among 360,000 | AID 651572;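 active = inhibition above a per-plate limit, mean inhibition of low control wells plus 3 SD, cut at about 25% in these data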;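 note: 0% = DMSO wells with enzyme and 100% = wells lacking Arfgap1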
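Material: rat Arfgap1 catalytic domain, aa 1-136; also added: human ARF1(Δ1-17)-GTP substrate; compound dosing: one concentration, 16.5 µM, DMSO 1.26%; incubation: GTP hydrolysis reaction 2 h at 25 °C; measured by: Tracer-displacement fluorescence polarization with EDTA stop, 620/688 nm; evaluation: % inhibition from polarization; repeats: one replicate per compound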
HGIII-sPLA2 inh = Blocks human group III sPLA2 activity. AID 743126. Q9NZ20. QFRET BODIPY PC-A2 liposome hydrolysis, fluorescence. hit rate 0.56% among 370,000. inhibition, % at 12.2 µM;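 active = inhibition above mean plus 3 SD of compounds lying within the high and low control bounds, cut at about 19% in these data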;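 note: 0% = median of test compound wells and 100% = no enzyme DMSO wells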
KLK7 zymogen act = proKLK7 (human) activation, primary screen. P49862. purified proKLK7, EDANS-DABCYL substrate fluorescence; 100% is mature enzyme control, 0% vehicle. activation, % at 7 µM. hit rate 0.9% among 370,000. AID 652039;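 active = activation above the mean of all tested compounds plus 3 SD, computed per campaign excluding outliers beyond control limits, cut at about 13% in these data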
UHRF1 MBD2 ctr = human UHRF1 methylated DNA binding inhibitors. UHRF1 binding to methylated oligo, TR-FRET. inhibition, % at 4.4 µM. hit rate 0.75% among 370,000. AID 687016; in the data active = inhibition above about 21%;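 note: UHRF1 SRA domain binding a hemimethylated CpG hairpin DNA probe; 0% = median of test compound wells and 100% = reference inhibitor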
Starred values were filed as active, the others as inactive; i = inactive. Rows were taken by chance; any-hit rate near 4.5%.

SMILES | ASAP1 GAP inh | PLC-beta3 inh | PLC-gamma1 inh | Rev-erbA mod | Tn6 DDE FP | DDE Tn7 FP inh | ARFGAP1 inhibitor | HGIII-sPLA2 inh | KLK7 zymogen act | UHRF1 MBD2 ctr
C[C@H](NC(=O)c1[nH]cnc1C(=O)Nc1nccs1)c1ccccc1 | -3 | -2 | -1 | 2 | -3 | 4 | 2 | 17 | -1.1 | 1
Cc1nn(C)c2ncc(C(=O)c3ccccc3O)cc12 | -9 | -3 | 0 | -10 | 2 | -4 | 1 | -2 | 0.2 | -3
CNC(=O)C(=O)NCC1OCCCN1S(=O)(=O)c1ccc2c(c1)OCCO2 (configuration not stated) | 4 | 0 | 3 | 4 | 3 | 5 | -3 | 6 | 0.7 | 4
COc1ccc(CCNC(=O)CC2SC(=NCCC(C)C)NC2=O)cc1OC (configuration not stated) | 0 | 4 | 4 | -4 | 8 | 0 | -2 | 2 | 0.7 | 0
O=C(Nc1cc(Sc2nc3ccccc3s2)cc([N+](=O)[O-])c1)c1cccc(F)c1F | 1 | 0 | 4 | -5 | -2 | 0 | 1 | 3 | 0.6 | -6
COc1cccc(C(=O)Nc2cc3c(cc2C(C)=O)OCCO3)c1 | 4 | -27 | -22 | -3 | -1 | -2 | -5 | 8 | -0.3 | 0
CC(=O)NC(C)(c1ccccc1)c1nc(-c2ccc(N(C)C)cc2)cs1 (configuration not stated) | 7 | -2 | -3 | 1 | 3 | -2 | 13 | 5 | -0.1 | -3
CC1CCCCN1C(=O)c1ccc(OC2CCN(S(=O)(=O)N(C)C)CC2)cc1 (configuration not stated) | -17 | 4 | 3 | 1 | 5 | -1 | -14 | -1 | 0.6 | 3
CC(C)OCCCN(C)C1CCN(S(=O)(=O)c2ccc(-c3ccc(=O)[nH]n3)s2)CC1 | -17 | -4 | 2 | 1 | 4 | 1 | 15 | 0 | 0.1 | -1
Cc1ccc2cc(CN(C(=O)c3ccco3)c3cccc(C)c3C)c(=O)[nH]c2c1 | 9 | -3 | 1 | -2 | 4 | 0 | 8 | 5 | -0.8 | 1
O=C(O)c1ccc(NC(=O)c2ccc(COc3ccccc3)o2)cc1 | -9 | -8 | 2 | 1 | 3 | 1 | -8 | 0 | -0.4 | 26*
O=C(c1ccc(Br)o1)N(c1ccc(Br)cc1)C1C=CS(=O)(=O)C1 (configuration not stated) | 6 | -3 | 1 | -3 | -3 | 7 | 1 | -1 | -0.1 | 5
O=C(c1ccc2c3c(cccc13)CC2)C1CCCN(C(=O)c2cc[n+]([O-])cc2)C1 (configuration not stated) | 15 | -110 | -107 | 1 | 3 | -2 | -2 | 4 | 3.7 | -1
CC(=O)c1cccc(NC(=S)N2CCN(CCN3C(=O)c4cccc5cccc(c45)C3=O)CC2)c1 | -13 | 2 | -1 | -6 | 7 | 4 | -1 | 3 | 0.0 | 0
Cc1ccc(CNC(=O)[C@H](Cc2ccccc2)NC(=O)C2CCNCC2)cc1 | 5 | -2 | 6 | -6 | 11 | -4 | 2 | 5 | 0.2 | 0
CCOc1ccccc1NC(=O)C(CC(C)C)NC(=O)C1CCC(C)CC1 (configuration not stated) | 0 | 0 | -3 | 4 | 0 | 5 | -13 | 6 | 0.4 | 2
COc1ccc(C(CC(=O)Nc2nccs2)C(C)C)cc1 (configuration not stated) | -4 | -3 | 4 | 4 | 10 | 3 | 17 | 2 | -0.4 | 0
Cc1ccsc1CN(C)CC(=O)NCC(=O)Nc1ccc(F)c(F)c1F | -4 | -9 | -1 | 0 | -6 | 6 | 9 | 3 | 0.2 | 0
CCOC(=O)C1=C(CS(=O)(=O)c2ccc(F)cc2)NC(=O)NC1c1cc(OC)c(O)c(OC)c1 (configuration not stated) | -3 | -4 | -16 | -7 | 3 | -1 | 0 | -5 | -0.1 | -2
N#CC1=C(N)NC(SCC(=O)c2ccc(Br)cc2)=C(C#N)C12CCCCC2 | 11 | -3 | -5 | 2 | 2 | -1 | -3 | -48 | -0.1 | 0
Cn1c(SCC(=O)O)nc2sc3c(c2c1=O)CCC3 | 5 | -2 | 0 | 9 | 0 | -2 | -6 | 8 | -0.3 | 0
Cc1nnc(SCC2=C(C(=O)O)N3C(=O)C(NC(=O)COc4ccc(F)cc4)C3SC2)s1 (configuration not stated) | 3 | -10 | -3 | -7 | -6 | 0 | 4 | 10 | 0.5 | -1
O=C(CN1CCN(c2ccc(F)cc2)CC1)OCc1ccccc1 | -17 | 3 | -1 | -1 | 6 | -1 | 2 | -1 | 0.7 | -2
CC(=O)N[C@@H](Cc1c[nH]c2ccccc12)C(=O)NCCc1ccc(S(N)(=O)=O)cc1 | 2 | -2 | 0 | -2 | 1 | 4 | 10 | -4 | -0.1 | -1
CCOC(=O)c1ccc(NC(=O)N2CCN(C3CCCCC3)CC2)cc1 | -9 | 1 | 1 | -6 | 5 | 1 | 9 | -2 | -0.2 | -2

Full records as entered above. Screens in order: ASAP1 GAP inh | PLC-beta3 inh | PLC-gamma1 inh | Rev-erbA mod | Tn6 DDE FP | DDE Tn7 FP inh | ARFGAP1 inhibitor | HGIII-sPLA2 inh | KLK7 zymogen act | UHRF1 MBD2 ctr
`COc1ccc(CCNC(=O)CC2SC(=NCCC(C)C)NC2=O)cc1OC` (configuration not stated) as listed: 0 | 4 | 4 | -4 | 8 | 0 | -2 | 2 | 0.7 | 0
`Cc1nnc(SCC2=C(C(=O)O)N3C(=O)C(NC(=O)COc4ccc(F)cc4)C3SC2)s1` (configuration not stated) as listed: 3 | -10 | -3 | -7 | -6 | 0 | 4 | 10 | 0.5 | -1
`O=C(CN1CCN(c2ccc(F)cc2)CC1)OCc1ccccc1` as listed: -17 | 3 | -1 | -1 | 6 | -1 | 2 | -1 | 0.7 | -2
`Cn1c(SCC(=O)O)nc2sc3c(c2c1=O)CCC3` as listed: 5 | -2 | 0 | 9 | 0 | -2 | -6 | 8 | -0.3 | 0
`CC1CCCCN1C(=O)c1ccc(OC2CCN(S(=O)(=O)N(C)C)CC2)cc1` (configuration not stated) as listed: -17 | 4 | 3 | 1 | 5 | -1 | -14 | -1 | 0.6 | 3

New compounds follow:
SMILES | ASAP1 GAP inh | PLC-beta3 inh | PLC-gamma1 inh | Rev-erbA mod | Tn6 DDE FP | DDE Tn7 FP inh | ARFGAP1 inhibitor | HGIII-sPLA2 inh | KLK7 zymogen act | UHRF1 MBD2 ctr
CC(=O)c1oc2ccccc2c1N | -11 | -3 | -5 | 6 | -5 | 0 | 0 | 1 | 0.7 | -2
CNC(=O)c1ccsc1NC(=O)CS(=O)(=O)c1ccc(Cl)cc1 | -7 | -4 | 0 | -3 | -4 | 0 | 3 | 1 | -0.1 | 0
CC(C)C[C@@H](CO)N1CCN(Cc2ccc([N+](=O)[O-])cc2)CCC1=O | -7 | 3 | 1 | -1 | 6 | 1 | 2 | 6 | 0.5 | -4
O=C1c2ccccc2NC(c2ccc(O)cc2)N1Cc1ccco1 (configuration not stated) | 3 | -484 | -347 | -4 | 0 | 1 | 9 | 1 | 24* | 5
Cc1ccc2[nH]c(=O)c3cc(C(=O)N(C)c4ccc(C)c(C)c4)sc3c2c1 | 16 | -6 | -1 | 10 | -8 | 3 | -7 | 4 | 0.2 | 1
CN1CC[n+]2c(CN3C(=O)c4ccccc4C3=O)csc21 | -1 | 1 | 1 | -4 | -14 | 2 | 10 | 10 | 0.1 | 5
CCn1c(/C=C/N(C(C)=O)c2ccccc2)[n+](CC)c2ccc(Cl)cc21 | 6 | 2 | 3 | 5 | 2 | -12 | 8 | -5 | 0.4 | -3
CCCCNc1ccc2c3c(cccc13)C(=O)N(CCCC)C2=O | -3 | i | -430 | 108* | 14 | 47* | 6 | -179 | 0.8 | -19
O=C1CCCCN1CCCC(=O)N1CCCC(Nc2ccccc2)C1 (configuration not stated) | 0 | -5 | 2 | 2 | 0 | -1 | 7 | -2 | -0.1 | -2
CN1CCN(C(=O)C2=C[C@@H](c3csc4ccccc34)C[C@@H](OCCCCO)O2)CC1 | 5 | -7 | -7 | -3 | -4 | 3 | -8 | -4 | 1.1 | 0
CCC1=C(OC(=O)N(CC)CC)N2C(=O)OC(=NCCOC)[C@]2(Cc2ccccc2)[C@H]2C1=CC[C@H]1C(=O)N(CC)C(=O)[C@H]12 | 2 | -6 | -7 | -4 | 1 | 6 | -17 | -2 | 0.8 | 1
CC(=O)c1c(N2CCN(c3ccccc3)CC2)nc(=S)n(-c2ccccc2)c1C | -5 | -9 | -6 | -12 | -1 | -4 | -2 | 3 | -0.1 | -4
O=C(COC(=O)Cc1n[nH]c(=O)c2ccccc12)Nc1c(Cl)cccc1C(F)(F)F | 10 | -2 | 0 | 6 | 3 | 1 | 2 | 6 | 0.1 | -1
CC(=O)NC(CC(=O)O)c1ccc([N+](=O)[O-])cc1 (configuration not stated) | -3 | -4 | 1 | 2 | 8 | 7 | -1 | 2 | 0.4 | -1
O=C(c1ccco1)N1CCN(C(=S)NCc2ccc(F)cc2)CC1 | -8 | -3 | -1 | -1 | -5 | -3 | -1 | 9 | 0.2 | 0
COc1ccccc1NC(=O)Cn1nnc(-c2ccccc2NS(=O)(=O)c2ccccc2)n1 | 23 | 3 | 1 | 4 | 8 | 4 | 6 | -49 | 0.7 | 4
CCCCOc1ccc(N=Cc2ccc[nH]2)cc1 | 15 | -18 | -5 | 7 | 6 | 2 | 11 | 12 | 0.9 | 1
S=C(S)N1CCCC1 | -4 | 0 | 0 | -10 | 9 | 9 | 2 | 3 | 0.1 | -3
COC(=O)c1cccc(S(=O)(=O)N(Cc2ccco2)Cc2cc3ccc(OC)cc3[nH]c2=O)c1 | 3 | -6 | -4 | 3 | -2 | -2 | 8 | 1 | 1.9 | -5
Cc1cccc(N2CCN(C(=O)c3ccoc3C)CC2)c1C | -1 | -8 | -5 | 2 | -1 | 4 | -1 | 11 | 0.0 | 6
Cn1nnnc1SCC(=O)c1ccc2c(c1)OCCO2 | -11 | -7 | 0 | 1 | 8 | 10 | 0 | -5 | -0.6 | 0
O=C(Cc1ccc(Cl)c(Cl)c1)Nc1ccccc1N1CCCC1 | -3 | -10 | -2 | -7 | -1 | -4 | 14 | -1 | 0.1 | 1
O=C(Cc1ccccc1)NCC(=O)OCC(=O)c1ccc(Cl)c([N+](=O)[O-])c1 | -6 | 2 | -1 | -3 | 7 | -4 | -8 | 5 | -0.2 | -5
Nc1ccccc1-c1nnc(SCc2ccccc2F)[nH]c1=O | 9 | -2 | -2 | -5 | -4 | -2 | -15 | 5 | 0.4 | -1
CCOc1ccc(C(=O)NCC(=O)OCCCOC(=O)CNC(=O)c2ccc(OCC)cc2)cc1 | 3 | -3 | 4 | -3 | 1 | -3 | 6 | 2 | -0.2 | 2
O=C(NCc1ccco1)c1csc2c1CCCCC2 | -2 | 0 | 0 | -12 | -2 | 7 | 5 | 1 | 0.2 | 9
O=C(COC(=O)c1ccc(OC(F)F)cc1)NC(=O)NC1CCCC1 | -8 | -8 | -1 | 6 | -7 | 0 | 6 | 2 | -0.3 | 1
CCOC(=O)C1(C)NC(c2cccs2)C2C(=O)N(c3ccccc3)C(=O)C21 (configuration not stated) | 2 | -1 | 0 | 4 | 6 | 4 | -7 | -3 | -0.8 | 0

Screening results: PubChem BioAssay, several laboratories
